Bioassay records: PubChem BioAssay, National Center for Advancing Translational Sciences (NCATS)
GCN5L2 inh = GCN5L2 (KAT2A) acetyltransferase inhibition | GCN5L2 HAT assay, ThioGlo1 CoA-SH fluorescence | Q92830 | AID 504327 | Potency, µM (top dose mostly 58.9 µM), without a hit: at the top dose activity change, negative = inhibition, actives largely listed as inhibitors | 390,000 tested, 0.21% active
Target sequence (Q92830 whole entry, looked up): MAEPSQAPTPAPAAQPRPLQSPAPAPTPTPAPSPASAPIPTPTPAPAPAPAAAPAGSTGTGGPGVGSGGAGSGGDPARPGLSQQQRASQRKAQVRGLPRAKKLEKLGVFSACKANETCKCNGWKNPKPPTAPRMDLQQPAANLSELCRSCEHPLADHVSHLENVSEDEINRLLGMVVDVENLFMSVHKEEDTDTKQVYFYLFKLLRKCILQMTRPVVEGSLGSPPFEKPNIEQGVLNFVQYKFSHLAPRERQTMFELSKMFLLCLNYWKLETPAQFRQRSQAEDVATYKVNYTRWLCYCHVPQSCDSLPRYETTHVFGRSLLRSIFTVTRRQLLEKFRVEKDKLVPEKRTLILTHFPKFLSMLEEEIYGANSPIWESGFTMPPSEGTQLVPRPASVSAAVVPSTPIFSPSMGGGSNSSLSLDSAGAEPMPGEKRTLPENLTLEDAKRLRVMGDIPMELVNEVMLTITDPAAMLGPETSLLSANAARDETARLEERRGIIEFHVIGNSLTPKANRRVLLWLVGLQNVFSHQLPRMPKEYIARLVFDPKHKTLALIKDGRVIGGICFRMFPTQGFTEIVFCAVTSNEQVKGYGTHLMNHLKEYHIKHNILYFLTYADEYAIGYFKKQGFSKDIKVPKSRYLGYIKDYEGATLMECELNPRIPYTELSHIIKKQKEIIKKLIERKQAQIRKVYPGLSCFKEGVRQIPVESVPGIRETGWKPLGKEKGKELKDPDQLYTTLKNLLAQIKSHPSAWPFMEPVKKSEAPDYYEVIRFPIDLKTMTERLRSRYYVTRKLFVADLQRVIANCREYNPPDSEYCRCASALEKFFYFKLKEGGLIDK
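Compounds, pin-transferred from DMSO stocks, meet 20nM GCN5L2 for 15 min before the reaction begins with H3(1-25) peptide (75uM) and acetyl-CoA (70uM). Thiol-reactive ThioGlo1 reports CoA release over 20 min at room temperature.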
TDP1 cell CPT = DT40-hTDP1 cell growth loss with CPT; 420,000 tested, 12% active; Potency, µM (doses to about 46.2 µM), without a hit: at the highest dose activity change, negative = growth inhibition, actives largely listed as inhibitors; chicken DT40 Tdp1-/-;hTDP1 cells + 20 nM CPT, ATP luminescence, 48 h; note: nearly all actives have a fitted effect of over 55% in size
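Chicken DT40 Tdp1-/- cells complemented with human TDP1, 400 cells/well, exposed to compounds plus 20 nM camptothecin for at least 48 h at 37 C; viability read as ATP content by CellTiter-Glo luminescence.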
TDP1 cell noCPT = qHTS for Inhibitors of human tyrosyl-DNA phosphodiesterase 1 (TDP1): qHTS in cells in absence of CPT | DT40 Tdp1-/- hTDP1 cells, no CPT, ATP luminescence, 48 h | Potency, µM (highest dose often 46.2 µM), for inactives: top-dose activity change, negative = growth inhibition, most hits filed as inhibitors | 420,000 tested, 15% active | AID 686978, 2013; note: nearly all actives have a fitted effect of over 55% in size
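Camptothecin absent (DMSO only). Human TDP1-complemented DT40 knockout cells, 400 cells/well, 37 °C for minimum 48 hr; ATP measured via CellTiter-Glo, 30 min dark incubation, luminescence.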
Starred values were filed as active, the others as inactive; ? = inconclusive; / = no result given; [ ] = dose if it differs, or a comment. Calls come from the whole dose curve; as a rule, active = well fitted curve in the direction sought with a large enough effect; inconclusive = small, poorly fitted or top-dose-only effect, or another doubt; inactive = no such curve, though single readings can be large; an effect the other way counts as inactive or inconclusive. % is set by controls: 0 for no effect and ±100 for the full control effect; potency is the fitted concentration of half-maximal effect.

#	SMILES	TDP1 cell CPT	TDP1 cell noCPT	GCN5L2 inh
1	Cc1c(C(=O)Nc2ccc(S(=O)(=O)N(C)C3CCN(C)CC3)cc2)oc2c(Cl)cccc12	?	?	3%
2	COC(=O)Nc1ccc(S(=O)(=O)N2CCCC(C(=O)N3CCN(C)CC3)C2)cc1 (configuration not stated)	-17%	3%	1%
3	CCCCCCCSc1nc(N)cc(=O)[nH]1	-2%	-16%	-1%
4	CC(C)(C)OC(=O)N1CCCN(C(c2ccnc3ccccc23)c2nnnn2-c2ccc3c(c2)OCCO3)CC1 (configuration not stated)	?	3.7µM*	/
5	CCOC(=O)C1(CCc2ccccc2)CCN(C(=O)CCn2cnnn2)CC1	-30%	-16%	2%
6	CCCCN(C(=O)c1cccc(-c2ccc(OC(C)=O)cc2)c1)c1c(N)n(CCC)c(=O)[nH]c1=O	-1%	-16%	-1%
7	Cc1cccc(N(CC(=O)N2CCN(c3ccc(F)cc3)CC2)S(C)(=O)=O)c1C	-5%	?	2%
8	CCOc1ccc(CCNC(=O)c2ccc3c(c2)N(Cc2ccccc2F)C(=O)c2ccccc2S3=O)cc1OCC (configuration not stated)	?	23µM*	-15%
9	O=C(O)c1ccc(Cl)c(S(=O)(=O)Nc2ccc3[nH]c(=O)[nH]c3c2)c1	-1%	?	-6%
10	NS(=O)(=O)c1ccc(CNC(=S)NC2CC2)cc1	15%	1%	6%
11	CCN1/C(=C/C=C/c2oc3ccc(-c4ccccc4)cc3[n+]2CC)Oc2ccc(-c3ccccc3)cc21	0.0073µM*	0.073µM*	0%
12	COc1cccc(C(=O)c2cn(CC(=O)NCCc3ccccc3)c3nc(C)ccc3c2=O)c1	-21%	?	-10%
13	COc1cc(Br)cc(C2C3=C(CCCC3=O)N(c3ccc(F)cc3)C3=C2C(=O)CCC3)c1O	?	?	13%
14	Cc1ccccc1NC(=O)c1ccc(Nc2c([N+](=O)[O-])cc([N+](=O)[O-])c3ccccc23)cc1	?	23µM*	22%
15	CC(=O)Oc1ccccc1Cn1c(C)c(C(=O)NCc2cccc(Cl)c2)sc1=O	?	?	/
16	CC/C(Cc1ccccc1)=N/NC(=O)CNC(=O)c1ccc(Cl)cc1Cl	-21%	-9%	?
17	CCOc1ccc(-c2nc(N)ncc2-c2ccc(OC)cc2)c(O)c1	?	?	-10%
18	CCOc1ccc(CCN2C(=S)N([C@@H](CC(C)C)CN3CCCC3CN3C(=S)NC[C@@H]3CC(C)C)C[C@@H]2Cc2ccccc2)cc1 (some centres not stated)	16µM*	18µM*	/
19	O=S(=O)(N1CCCCCC1)N1CCN(S(=O)(=O)N2CCCCC2)CC1	-12%	-6%	1%[0.501 µM]
20	COc1ccc(-c2ccc3sc4ccccc4c(=O)c3c2)cn1	-8%	-13%	/
21	Cc1ccc(Cc2nc3ccccc3nc2SCC(=O)NCCc2ccccc2)cc1	?	?	1%
22	COc1ccccc1NC(=O)Cc1ccc(-c2ccccc2)cc1	?	?	-14%
23	CCOC(=O)N1CCN(C(=O)c2ccc(Cl)nc2)CC1	4%	1%	-13%
24	COc1ccc(C(=O)O)cc1NCc1ccc(C)s1	3%	8%	1%
25	CCCCCCCCNc1ncnc2ccccc12	0.29µM*	0.26µM*	-3%
26	CC1=Nc2cc(C(=O)NCC3CCCO3)ccc2Sc2ccc(Br)cc21 (configuration not stated)	3.7µM*	5.8µM*	-3%
27	O=C(COC(=O)c1ccc(Cl)nc1)NCCc1ccc(Cl)cc1	-3%	2%	-5%
28	Nc1cc(N)cc(-c2nc3ccccc3[nH]2)c1	10µM*	18µM*	-1%
29	CCCOc1ccc(C2c3c(-c4ccccc4O)n[nH]c3C(=O)N2Cc2cccnc2)cc1 (configuration not stated)	23µM*	?	-2%
30	O=C(O)c1cc2c(=O)c3ccccc3oc2nc1C(F)(F)F	3%	4%	2%
31	CCOc1ccc(N=C2NC(=O)/C(=C/C(=O)OC)S2)cc1	-3%	-17%	0%
32	COc1ccc(S(=O)(=O)N2CCOCC2)cc1NC(=O)CC1CC2CCC1C2 (configuration not stated)	-26%	1%	0%
33	COc1ccc(NC(=O)CSc2nc(-c3ccco3)nc3cc(=O)[nH]n23)cc1	-3%	-14%	-1%
34	Cc1ccc(S(=O)(=O)N(C)c2cc(S(=O)(=O)Nc3ccncc3)c(C)cc2C)cc1	9%	-8%	-4%
35	Cn1ccc2c(N3CCCCCCC3)cc3c(c21)C1CCC3O1 (configuration not stated)	?	21µM*	/
36	O=C(CN1CCC(n2nnc3cc(F)ccc32)CC1)NCCc1nc2ccccc2[nH]1	-6%	-26%	-6%
37	CC(=O)Nc1cccc(-c2nc3ccc(NC(C)=O)cc3s2)c1	?	?	-9%
38	Cc1ccc(OCCn2cc(/C=N/NC(=O)c3ccncc3)c3ccccc32)cc1	?	23µM*	-1%
39	COc1ccccc1CCNC(=O)c1ccc2c(c1)c(C)c(C)n2C	7.3µM*	7.3µM*	-2%
40	CCOC(=O)C1CCCN(C(=O)Cn2cccc2C(=O)c2ccccc2)C1 (configuration not stated)	-6%	-23%	2%
41	COc1ccc(NC(=O)CN(c2c(C)cccc2C)S(C)(=O)=O)cc1	0%	-17%	5%
42	COC(=O)c1ccc(COC(=O)c2cc3ccccc3oc2=O)cc1	25%	5%	4%
43	Cc1oc2c(c1C(=O)NCc1ccccc1)CCCC2	?	-9%	0%
44	COc1ccc(O)c(C(=O)c2cc(C#N)c(=O)n(CC3CCCO3)c2)c1 (configuration not stated)	?	?	-13%
45	CCOc1ccccc1/C=C/c1onc(C)c1S(=O)(=O)N1CCC(C(=O)NC(C)(C)C)CC1	?	?	-7%
46	O=C(O)c1nccnc1C(=O)N1CCN(c2ccccc2)CC1	-2%	-12%	2%
47	CC(C)CC(=O)Nc1nnc(SCC(=O)NCC2CCCO2)s1 (configuration not stated)	4%	-17%	-6%
48	CC1CCCCC1n1c(-c2cccnc2)n[nH]c1=S (configuration not stated)	-6%	-20%	1%

Exported with each value named: four of the compounds above.
39: COc1ccccc1CCNC(=O)c1ccc2c(c1)c(C)c(C)n2C
  TDP1 cell CPT: 7.3µM*
  TDP1 cell noCPT: 7.3µM*
  GCN5L2 inh: -2%
42: COC(=O)c1ccc(COC(=O)c2cc3ccccc3oc2=O)cc1
  TDP1 cell CPT: 25%
  TDP1 cell noCPT: 5%
  GCN5L2 inh: 4%
40: CCOC(=O)C1CCCN(C(=O)Cn2cccc2C(=O)c2ccccc2)C1 (configuration not stated)
  TDP1 cell CPT: -6%
  TDP1 cell noCPT: -23%
  GCN5L2 inh: 2%
37: CC(=O)Nc1cccc(-c2nc3ccc(NC(C)=O)cc3s2)c1
  TDP1 cell CPT: ?
  TDP1 cell noCPT: ?
  GCN5L2 inh: -9%

Taken from above:
In GCN5L2 inh, CC(=O)Nc1cccc(-c2nc3ccc(NC(C)=O)cc3s2)c1 is entered as -9%
In GCN5L2 inh, CCOc1ccccc1/C=C/c1onc(C)c1S(=O)(=O)N1CCC(C(=O)NC(C)(C)C)CC1 is entered as -7%
In TDP1 cell CPT, CCOC(=O)C1CCCN(C(=O)Cn2cccc2C(=O)c2ccccc2)C1 (configuration not stated) is entered as -6%
In GCN5L2 inh, COc1ccc(O)c(C(=O)c2cc(C#N)c(=O)n(CC3CCCO3)c2)c1 (configuration not stated) is entered as -13%
In GCN5L2 inh, Cc1ccc(OCCn2cc(/C=N/NC(=O)c3ccncc3)c3ccccc32)cc1 is entered as -1%
In TDP1 cell CPT, COc1ccc(NC(=O)CN(c2c(C)cccc2C)S(C)(=O)=O)cc1 is entered as 0%
In TDP1 cell noCPT, O=C(O)c1nccnc1C(=O)N1CCN(c2ccccc2)CC1 is entered as -12%

(more compounds)
#	SMILES	TDP1 cell CPT	TDP1 cell noCPT	GCN5L2 inh
49	CCN(CC)c1nc(N(CC)CC)[nH]c(=O)n1	-18%	-11%	/
50	Cc1ccc(-n2ncc(C(=O)N3CCN(c4cccc(C)c4)C(C)C3)c2C2CCN(C(=O)OC(C)(C)C)CC2)cc1 (configuration not stated)	15µM*	23µM*	-1%
51	CCc1nnc(NC(=O)CSc2ccc(Cl)cc2)s1	7%	7%	3%
52	COCCn1c(SCC(=O)Nc2ccccc2C(F)(F)F)nc2ccccc2c1=O	-21%	?	-2%
53	N#Cc1ccc(C(c2nnnn2Cc2ccccc2)N2CCCC2)cc1 (configuration not stated)	-14%	-10%	-6%
54	CCOc1cc2[nH]c(=S)n(CCCN3CCN(C)CC3)c(=O)c2cc1OCC	-9%	28%	/
55	Cc1ccc(-c2nnc(NC(=O)c3ccco3)o2)c(C)c1	-41%	?	-3%
56	C=C(C)CN(CC)C(=O)c1ccc(OC2CCN(S(=O)(=O)N(C)C)CC2)cc1	?	?	-5%
57	O=C(OCC(=O)c1ccccc1Cl)C1=NN(c2ccccc2)C(=O)CC1	7%	9%	2%
58	COC(=O)c1c(N)n(CCCN2CCOCC2)c2nc3ccccc3nc12	-1%	-12%	-25%
59	Cc1ccc(S(=O)(=O)NCCC(=O)OCC(=O)Nc2cccc(S(=O)(=O)NC3=NCCCCC3)c2)cc1	-10%	-2%	-2%
60	COc1ccc(N2CCN(c3ccc(S(=O)(=O)N(C(C)C)C(C)C)cn3)CC2)cc1	4.6µM*	7.3µM*	-5%
61	O=C1c2ccccc2NC(c2ccc(Cl)cc2Cl)N1Cc1ccccc1 (configuration not stated)	23µM*	?	1%[0.501 µM]
62	Nc1nncn1C(=O)c1c(Cl)cccc1Cl	13%	-9%	0%
63	Cc1ccc(CSc2nnc([C@@H]3CCCN3)o2)cc1	-10%	4%	3%
64	COC(=O)c1cnn2c1C(=O)N(Cc1cccs1)CC2	7%	-4%	-6%
65	Cc1cnn(C(=O)c2cc(-c3ccccc3)nc3ccccc23)c1	-18%	-7%	9%
66	COc1ccccc1CNC(=O)COC(=O)COc1ccccc1F	-21%	5%	1%
67	CCNC(=S)Nc1ccc2c(c1)oc1ccccc12	2%	?	/
68	O=C(Nc1cccn(Cc2ccccc2)c1=O)NC1CCCCC1	-2%	-21%	-6%
69	Cc1cc(-c2ccc(S(=O)(=O)Nc3ccccc3C)cc2)on1	5.2µM*	4.6µM*	-1%
70	O=C(c1ccco1)N1CCN(c2ccc(Cl)c(Cl)c2)CC1	21µM*	15µM*	/
71	COc1cccc(C(=O)Nc2ccc(NC(C)=O)cn2)c1	-6%	-17%	-3%
72	O=C1NCCN1CCNS(=O)(=O)c1ccc(F)c(Cl)c1	5%	-4%	0%
73	CCC1=[N+](CC(=O)c2ccc(Br)cc2)CCn2c(C)ccc21	?	10µM*	-6%
74	O=C(Cc1ccc([N+](=O)[O-])cc1)N/N=C/c1cccnc1	-4%	-10%	/
75	C=C(C)C(=O)N1CC2(CC(c3cccc(NC(=O)CCCCC)c3)=NO2)C[C@H]1C(N)=O (some centres not stated)	20%	-17%	6%
76	Cn1cc(C(=O)N2CCN(c3cccc(Cl)c3)CC2)c(=O)c2cc(S(=O)(=O)N3CCCC3)ccc21	-20%	-22%	-3%
77	Cc1ccc(CNC(=O)C2CCCN(c3nc(C)cc(C)n3)C2)cc1 (configuration not stated)	-15%	1%	0%
78	CCCOc1ccc(-c2nnn(CC(=O)c3ccc4c(c3)OCCO4)n2)cc1	-7%	-16%	1%
79	CCOC(=O)/C=C1/SCC(=O)N1CCOc1cccc(Br)c1	-4%	-7%	/
80	COc1ccc(NC(=O)CN2CCN(C(C)=O)CC2)cc1S(=O)(=O)N1CCOCC1	1%	2%	-2%
81	Cc1ccc(C(=O)NCCc2ccccc2)cc1N1CCCC1=O	5%	9%	-25%
82	CCCCC(c1nnnn1CCOC)N1CCN(CC)CC1 (configuration not stated)	-3%	-12%	-2%
83	COc1ccccc1N1CCN(C[C@@H]2CN3C(=O)N(C)c4ccccc4C3=N2)CC1	?	?	-11%
84	O=c1cc(-c2ccccc2)[nH]c2cc(F)ccc12	0.92µM*	1µM*	-3%
85	CCN(C(=O)Cn1c(SCc2ccccc2F)nc2cccnc21)c1ccccc1	?	?	-5%
86	Cc1ccc(CNC(=O)Cn2c(=O)cc(-c3ccccc3)c3c(C)nn(C)c32)cc1	-17%	-15%	-1%
87	Cn1c(=O)c2cc(C(=O)NCCCN3CCN(c4ccc(F)cc4)CC3)sc2c2ccccc21	?	2.9µM*	1%
88	CCc1ccc(C(C)NC(=O)C2CCCC2)cc1 (configuration not stated)	31%[activator]	-24%	1%
89	Nc1nnc(SCC(=O)OCc2ccc(Cl)c(Cl)c2)s1	-26%	?	-8%
